# Compound activity (PubChem BioAssay)
# TDP1 block = inhibitors of human tyrosyl-DNA phosphodiesterase TDP1; recombinant TDP1, AlphaScreen DNA substrate cleavage; Potency, µM (titrated, usually from 130 µM), inactives show top-dose activity change, negative = inhibition, hits mostly inhibitors; 350,000 compounds, 0.28% hits; note: nearly all actives have a fitted effect of over 40% in size
# Target sequence (Q9NUW8 whole entry, looked up): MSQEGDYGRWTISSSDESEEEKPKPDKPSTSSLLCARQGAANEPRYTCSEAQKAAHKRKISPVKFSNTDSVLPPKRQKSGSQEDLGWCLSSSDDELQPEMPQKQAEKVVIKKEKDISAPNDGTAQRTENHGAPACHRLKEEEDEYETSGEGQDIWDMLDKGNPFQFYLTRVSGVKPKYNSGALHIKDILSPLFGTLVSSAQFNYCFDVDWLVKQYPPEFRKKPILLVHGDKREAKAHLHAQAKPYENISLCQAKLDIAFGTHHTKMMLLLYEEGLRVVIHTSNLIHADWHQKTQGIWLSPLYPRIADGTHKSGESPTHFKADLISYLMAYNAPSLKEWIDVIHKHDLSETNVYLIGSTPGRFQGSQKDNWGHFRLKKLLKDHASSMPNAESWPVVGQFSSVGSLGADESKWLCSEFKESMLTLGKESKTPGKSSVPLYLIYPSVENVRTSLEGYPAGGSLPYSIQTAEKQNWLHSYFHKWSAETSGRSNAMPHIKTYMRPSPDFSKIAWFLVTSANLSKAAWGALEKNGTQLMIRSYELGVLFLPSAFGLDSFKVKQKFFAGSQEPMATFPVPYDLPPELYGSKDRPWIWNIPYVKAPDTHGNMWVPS
#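 Tdp1 1 nM final; 15 min RT w/ cpd; substrate 15 nM, 5 min; beads 10 ug/ml, 10 min; AlphaScreen read. Neg ctrl: no enzyme.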
# N370S GC = N370S glucocerebrosidase modulation, Gaucher chaperone candidate | P04062 | Potency, µM (series often up to 59.4 µM), inactives show top-dose activity change, negative = inhibition, hits mostly inhibitors | N370S GC spleen homogenate, 4MU-glucoside fluorescence | 330,000 compounds, 0.092% hits;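 note: 0% = full enzyme activity and -100% = no enzyme basal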
# TDP1 cell noCPT = qHTS for Inhibitors of human tyrosyl-DNA phosphodiesterase 1 (TDP1): qHTS in cells in absence of CPT; DT40 Tdp1-/- hTDP1 cells, no CPT, ATP luminescence, 48 h; Potency, µM (series often up to 46.2 µM), for inactives: at the top dose activity change, negative = growth inhibition, actives largely listed as inhibitors; 420,000 compounds, 15% hits; note: nearly all actives have a fitted effect of over 55% in size
#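 Readout: luminescence from CellTiter-Glo after 30 min in the dark at RT. Cells: DT40 Tdp1-/- with stable hTDP1, 400/well. Exposure: compounds alone, ≥48 hr, 37 °C.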
# Active calls of the source: *; ? = inconclusive; / = not tested or not shown; & = joins results of further samples; [ ] = another dose, or the depositor's remark. Calls come from the whole dose curve; as a rule, active = well fitted curve in the direction sought with a large enough effect; inconclusive = small, poorly fitted or top-dose-only effect, or another doubt; inactive = no such curve, though single readings can be large; an effect the other way counts as inactive or inconclusive. Unless noted, % is set by controls: 0 for no effect and ±100 for the full control effect; potency is the fitted concentration of half-maximal effect. These rows are one share of the data, so the mix of outcomes need not match the whole.
SMILES,TDP1 block,N370S GC,TDP1 cell noCPT
O=C(COC(=O)c1ccc2ncsc2c1)Nc1cc([N+](=O)[O-])ccc1Cl,-13%,/,-24%
Cn1ccnc1Sc1ccc(C(N)=O)cc1[N+](=O)[O-],5%,1%,5%
CC(=O)c1ccc(OC(=O)CCc2ccccc2)cc1,/,-6%,8%
COc1ccc(-c2noc(N3CCCC(C(=O)Nc4ccccc4F)C3)n2)cc1 (stereo not drawn),/,1%,?
CCOC(=O)c1oc2c(c1C)-c1nn(Cc3ccc(Cl)cc3)cc1CC2,5%,/,21µM*
COC(=O)c1c(C)[nH]c(C(=O)COC(=O)c2c(C)noc2C)c1C,-13%,/,-27%
NC(=O)c1ccc(SCC(=O)OCC(=O)N2CCCCC2)c([N+](=O)[O-])c1,0%,-6%,3%
COc1ccc(Oc2c(Cl)cnn(-c3ccc(Cl)c(Cl)c3)c2=O)cc1,0%,3%,?
COc1ccccc1C(=O)N/C(=C/c1ccc(Br)cc1)C(=O)NCC(=O)O,-2%,25%,-11%
NC(=O)c1c(NC(=O)c2cccnc2)sc2c1CCCC2,1%,3%,-28%
Cc1ccc(NC(=O)c2ccc3c(c2)N(CC(=O)N2CCCCC2)C(=O)C(C)(C)O3)cc1,7%,6%,?
Cc1cc(C)c(-n2nnnc2SCC(=O)c2cc3ccccc3o2)c(C)c1,4%,4%,?
COc1ccc(CNC(=O)CN(CC2CCCO2)C(=O)CNS(=O)(=O)c2ccc(F)cc2)cc1 (stereo not drawn),3%,7%,-9%
COc1cccc(NC(=O)COc2c(F)c(F)c(C(F)(F)F)c(F)c2F)c1,5%,-3%,-9%
CCO/C(C)=C1/SC(=S)NC1=O,-8%,-20%,-25%
Cc1ccc(Nc2c([N+](=O)[O-])c(=O)n(C)c3ccccc23)cc1,2%,12%,?
COc1cccc(-c2cn3c(n2)sc2cc(C(=O)NCCc4ccc(OC)c(OC)c4)ccc23)c1,3%,/,2.3µM*
COc1ccc(NC(=O)CN(C)C(=O)c2ccc(N3CCCCC3)c([N+](=O)[O-])c2)cc1,5%,-15%,15µM*
CCCC1CC(CCc2ccccc2)OS(=O)(=O)N1 (stereo not drawn),/,1%,-24%
C[N+](C)(C)CCOc1ccc([N+](=O)[O-])cc1,0%,-16%,3%

# Copied from the list:
# Entry for `COc1cccc(NC(=O)COc2c(F)c(F)c(C(F)(F)F)c(F)c2F)c1` in TDP1 cell noCPT: -9%
# Entry for `C[N+](C)(C)CCOc1ccc([N+](=O)[O-])cc1` in TDP1 block: 0%

# (further entries)
SMILES,TDP1 block,N370S GC,TDP1 cell noCPT
NC(=O)/N=N/C(N)=O,15%,2%,/
Cc1cc(NC(=O)C(C)SCC(=O)N(Cc2ccccc2)c2ccccc2)no1 (stereo not drawn),8%,-1%,?
Cc1cc(C)n2nc(CCCO)nc2n1,-1%,5%,3%
COc1cccc(CN(C)C(=O)c2cc(S(=O)(=O)NC3CCCCC3)ccc2C)c1OC,2%,/,-3%
O=C(/C=N\O)NCCCNCc1ccccc1,-2%,3%[2.35 µM],-3%
COc1ccc(CN2CCCC(CNC(=O)c3ccc(F)cc3)C2)c(C)c1C (stereo not drawn),-7%,-22%,?
O=C1[C@H]2[C@H]3[C@H](O)[C@H](O)C/C(=N/OC[C@@H](O)COCc4ccco4)[C@@H]3CC[C@@H]2C(=O)N1c1cccc(Oc2ccccc2)c1,5%[21 µM],-4%[12.8 µM],/
CCNC(=O)COC(=O)Cc1ccc(Cl)cc1Cl,0%,-7%,8%
COc1ccc(/C=C2\CC/C(=C\c3ccc(OC)c(OC)c3)C2=O)cc1OC,7%,3%,21µM*
CC12CCC(C(=O)NCc3ccc4c(c3)OCO4)(C(=O)C1=O)C2(C)C (stereo not drawn),5%,3%,-14%
COC(=O)c1[nH]c2cccc(OC)c2c1NC(=O)CCN1CCC(C(N)=O)CC1,-1%,-10%,/
O=CN/C=C/c1cc(O)ccc1O,7.9µM*,-3%,4.6µM*
CN=c1sc2ccccc2n1CC(O)COCc1ccco1 (stereo not drawn),8%,1%,-28%
CSc1ccc(/C=C/C(=O)N2CCCN(C)CC2)cc1,2%,-1%,-13%
Cc1cccc(-n2c(C)nc3cc(C(=O)NCCC4=CCCCC4)ccc32)c1,8%,/,?
O=C(NC1CCC(c2ccccc2)CC1)c1cccnc1 (stereo not drawn),5%,14%,-7%
Cc1cccc(NC(=O)CN2C(=O)N/C(=C/c3ccc(C)o3)C2=O)c1,3%,?,-30%
Cc1cc(C(=O)O)ccc1-c1ccc(/C=C2\SC(=O)N(CC(=O)Nc3ccc4c(c3)OCO4)C2=O)o1,8.9µM*,-12%,/
CN(C)CCCN(C(=O)c1ccc2c(c1)OCCO2)c1nc2ccc(Cl)cc2s1,5%,?,/
CCN(CC)CC(=O)Nc1ccc(C)cc1C(=O)c1ccccc1,6%,-3%,?
COc1cccc(Nc2ncc3nc(-c4cccs4)c(=O)n(Cc4cccs4)c3n2)c1,/,-9%,-5%
CCCCn1c(-c2ccccc2)nc2c(=O)n(C)c(=O)[nH]c21,2%,2%,-2%
c1ccc(NC2=NCCCCS2)cc1,-3%,5%,-4%
CCOc1cc2[nH]c(=O)n(CCCCC(=O)N3CCN(c4ccc(OC)cc4)CC3)c(=O)c2cc1OCC,-3%,/,9.2µM*
Cc1nn(C(=O)c2c(-c3ccccc3)noc2C)c(C)c1N=Nc1cc(C(F)(F)F)cc(C(F)(F)F)c1,/,11%,-3%
CS(=O)(=O)Nc1nc2n(n1)C(c1ccccc1)CC(c1ccccc1)N2 (stereo not drawn),0%,-3%,6%
COc1cc(OC)cc(C(=O)OCC(=O)NCc2ccc3c(c2)OCO3)c1,2%,2%,-27%
CC1=C(C(=O)Nc2ccccc2)C(c2cccs2)n2nc(SCc3ccccc3F)nc2N1 (stereo not drawn),3%,/,-27%
CCOCCn1c(SCC(=O)OCc2ccccc2)nc2c1c(=O)[nH]c(=O)n2C,/,0%,2%
COc1ccc(N(CC(=O)NCCC2=CCCCC2)S(=O)(=O)c2ccccc2)c(OC)c1,3%,22%,6%
O=C1Nc2cc(C(=O)N3CCN(c4ccccn4)CC3)ccc2S/C1=C\c1ccccc1,4%,-5%,?
O=C(NC1CCCCC1)c1ccc2c(c1)sc1nc(-c3ccccc3)cn12,-1%,/,10µM*
CC(C)CC(=O)N1CC(C)N(C(=O)CC(C)C)CC1C (stereo not drawn),-6%,-19%,/
c1ccc2c(Nc3ccc(N4CCOCC4)cc3)nc(N3CCOCC3)nc2c1,/,-28%,21µM*
Cc1ccc(C)c(C(=O)COC(=O)c2n[nH]c3ccccc23)c1,4%,/,-26%
CCN1CCN(C(c2ccccn2)c2c(NC(=O)c3ccccc3)sc(C)c2C)CC1 (stereo not drawn),1%,?,8.2µM*
CCOC(=O)CC1=CSC2=NS(=O)(=O)CCN12,3%,6%,-11%
CCCCNc1cc(N2CCN(C3CCCCC3)CC2)c2noc3c2c1C(=O)c1ccccc1-3,9%,/,5.2µM*
CCc1ccc(NC(=O)CSc2nc3nc(C)cc(C)n3n2)cc1,0%&3%,?,?
Cc1ccc2nc(SCC(=O)N3CCCC3)[nH]c2c1,6%,?,-10%
COC(=O)NCC(c1ccco1)N1CCN(c2ccc(F)cc2)CC1 (stereo not drawn),5%,2%,?
Cc1ccc(C(=O)NNC(=O)c2ccc3c(c2)OCCO3)cc1,1%[56.1 µM],/,21%
COc1cccc(N2C(=O)CC(Sc3nc(C)cc(C)n3)C2=O)c1 (stereo not drawn),/,-2%,6%
CC(=O)c1cccc(NC(=O)N2CCCCCC2)c1,2%[56.1 µM],-19%,-1%
O=C(Nc1cc(N2CCOCC2)ncn1)c1ccc(F)cc1,5%,-5%,5.8µM*
O=C(O)c1ccc(N2C(=O)c3[nH]nc(-c4ccccc4)c3C2c2cccc(F)c2)cc1 (stereo not drawn),2%,/,-5%
COc1ccc(NC(=O)CCN2CCN(c3ccccc3F)CC2)c(OC)c1,/,1%,-17%
CC(C)[C@H](NC(=O)OC(C)(C)C)C(=O)N1CCC(C(=O)N[C@@H](C)C(=O)Nc2ccc(F)cc2)CC1,/,0%,-35%
CCOc1c(/C=C(\C#N)C(N)=O)c2ccccc2n1CC,5%,-3%,?
O=S(=O)(Cc1ccccc1)/C1=C(\N2CCOCC2)CCCCCC1,-3%,?,-1%
# More compounds follow.
SMILES,TDP1 block,N370S GC,TDP1 cell noCPT
COc1ccc(NC(=O)Nc2nnc(N(CC(C)C)CC(C)C)s2)c(OC)c1,9%,/,18µM*
O=C(CNC(=O)c1ccco1)OCC(=O)c1ccc2c(c1)CCCC2,3%,-11%[12.8 µM],-3%
O=C(CN1C(=O)NC2(CCCC2)C1=O)Nc1cc(Cl)ccc1N1CCCC1,-1%[56.1 µM],-1%,-4%
COc1ccc(C2Nc3ccccc3C(=O)N2Cc2ccco2)cc1COc1ccc(F)cc1 (stereo not drawn),-5%,29%,?
O=C1c2ccccc2C(=O)N1CCc1c[nH]c2ccc(O)cc12,6%,5%,?
CCOC(=O)C1CCCN(CC(O)COCc2ccc3c(c2)OCO3)C1 (stereo not drawn),/,-7%,-16%
Clc1ccc2ncc(-c3nnnn3-c3ccccc3)c(-c3ccccc3)c2c1,2%,?,?
C=CCn1c(SCC(=O)N2CC(C)OC(C)C2)nnc1-c1ccncc1 (stereo not drawn),1%,/,15%
COc1cccc(CSc2nnc(C(F)(F)F)n2Cc2ccc(F)cc2)c1,-8%,5%,?
C[C@H](NC(=O)C(c1ccccc1)c1ccccc1)c1ccccc1,/,2%,-3%
COc1ccc(OCC(=O)Nc2ccncc2)cc1,/,3%,-6%
NC(=O)c1ccc[n+](CC(=O)c2cccc([N+](=O)[O-])c2)c1,/,-8%,-4%
O=C(Nc1ccc(S(=O)(=O)Nc2nccs2)cc1)c1cccc(F)c1,/,-9%,3%
COc1ccc(-c2noc(CSc3nc4sc(C)c(C)c4c(=O)n3-c3ccccc3)n2)cc1OC,2%,-17%,?
COc1cc2c(cc1OC)CN(C(=O)Cn1ccccc1=O)CC2,/,-11%,-4%
CCOc1ccc(CC(=O)NCC2(N3CCCCC3)CCCCC2)cc1,-2%,-4%,10%
COc1ccccc1NC(=O)CSc1nnc(C2CCCCC2)o1,5%,5%,-15%
CCN(Cc1ccccc1)c1ccc(/C=N/NC(=O)c2cccc(S(=O)(=O)N3CCOCC3)c2)cc1,5%,-10%,13µM*
COc1ccc(NC(=O)C/C(C)=N/NC(=O)c2ccccn2)c(OC)c1,6%,0%,-13%
O=C(CCc1ccccc1)Nc1cccc(-c2nnc(-c3ccco3)o2)c1,3%,-2%,16µM*

# Some of the entries above in another layout:
# Under each structure – TDP1 block, N370S GC, TDP1 cell noCPT
COc1ccc(-c2noc(CSc3nc4sc(C)c(C)c4c(=O)n3-c3ccccc3)n2)cc1OC
 : 2%, -17%, ?
COc1cc2c(cc1OC)CN(C(=O)Cn1ccccc1=O)CC2
 : /, -11%, -4%
CCOc1ccc(CC(=O)NCC2(N3CCCCC3)CCCCC2)cc1
 : -2%, -4%, 10%
COc1ccccc1NC(=O)CSc1nnc(C2CCCCC2)o1
 : 5%, 5%, -15%
CCN(Cc1ccccc1)c1ccc(/C=N/NC(=O)c2cccc(S(=O)(=O)N3CCOCC3)c2)cc1
 : 5%, -10%, 13µM*
COc1ccc(NC(=O)C/C(C)=N/NC(=O)c2ccccn2)c(OC)c1
 : 6%, 0%, -13%
O=C(CCc1ccccc1)Nc1cccc(-c2nnc(-c3ccco3)o2)c1
 : 3%, -2%, 16µM*

# Further compounds.
SMILES,TDP1 block,N370S GC,TDP1 cell noCPT
O=C(c1nc(-c2ccc(Cl)cc2)n2c1CCCCC2)N1CCN(c2ccccc2F)CC1,12%,/,16µM*
COCCn1c(C)cc(C(=O)COC(=O)CCc2ccc(S(=O)(=O)N3CCOCC3)cc2)c1C,7%,1%,-10%
COc1ccc(-n2nc(C(=O)Nc3nc4ccc(OC)cc4s3)c3ccccc3c2=O)c(OC)c1,-5%,-1%,/
COc1ccc(CC(=O)OCC(=O)NC2CCCCCC2)cc1OC,-13%,-12%,1%
COc1ccc(C(=O)CCC(=O)NC2=NCCS2)cc1,2%,6%,?
Cc1cccc(Cc2cnc(NC(=O)c3ccc(C)o3)s2)c1,5%,13%,?
CCOC(=O)C1CCN(C(=O)c2cc3ccc4ccc(C)[nH]c4c3n2)CC1,3%,/,21µM*
COC(=O)c1scc(C)c1NC(=O)Cc1ccccc1,-3%,-8%,-12%
O=C(O)CC1(CC(=O)NCc2ccccn2)CCCCC1,5%,-4%,-6%
CCCCOC(=O)N1CCOCCOCCOCCOCC1,4%,-4%,-21%
COc1ccc(COC[C@H](C)[C@H](O)[C@@H](C)[C@H]2OC(=O)[C@@H]2C)cc1,1%,9%,-3%
